Screening results as filed in PubChem BioAssay.
ASM inhibitor: blocks human secretory acid sphingomyelinase; placental ASM, HMU-PC fluorogenic substrate, 60 min; actives 0.006% (n = 340,000); P17405; Potency, µM (titrated, usually from 57.5 µM), for inactives: at the top dose activity change, negative = inhibition, hits mostly inhibitors; note: potency is the fitted concentration of half-maximal effect
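Human placenta-derived ASM preincubated with compound 10 min at room temperature, then reacted with 9 uM (final) fluorogenic HMU-PC substrate for 60 min at 37 C. Stop solution raises pH to 10; fluorescence read at Ex 386/Em 447 nm.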
A-T KAP1 phos: potential ataxia-telangiectasia treatments restoring KAP-1 phosphorylation | […] A-T fibroblasts, KAP-1 phosphorylation AlphaLISA; neocarzinostatin DNA damage 30 min before lysis | Potency, µM (titrated, usually from 57.5 µM), inactives show at the highest dose activation, hits mostly activators | actives 0.19% (n = 320,000) | AID 485349; note: potency is the fitted concentration of half-maximal effect; % of control where 0% means no effect; nearly all actives have a fitted effect of over 45% in size
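hTERT-immortalized A-T patient fibroblasts ([…]), 500 cells/well in OPTI-MEM, 1% FBS, got compounds for 60 min, then NCS for 30 min at 37C. Lysates were then assayed for phospho-KAP-1 by AlphaLISA (anti-pKAP1 donor, anti-KAP1 acceptor beads), 6 hr at 25C.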
Mito fusion act: mitochondrial division inhibition or fusion activation | actives 0.23% (n = 320,000) | S. cerevisiae fusion-defective mutant growth rescue, CellTiterGlo 48 h | Potency, µM (highest dose often 46.1 µM), inactives show top-dose growth rescue (activation), hits mostly activators;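 note: potency is the fitted concentration of half-maximal effect; % of control where 0% means no effect; nearly all actives have a fitted effect of over 45% in size; temperature-sensitive fusion mutants such as fzo1-1 at 37 °C on non-fermentable ethanol glycerol medium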
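Temperature-sensitive fusion-defective S. cerevisiae (e.g. fzo1-1, mgm1-5) were grown with compound in YPEG medium (3% ethanol, 3% glycerol) for 48 hours at 37C. Growth rescue was measured as viability by CellTiterGlo luminescence after 10 minutes at ambient.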
TSHR antagonist: antagonists of human thyroid stimulating hormone receptor; P16473; TSHR-expressing cells, TSH-stimulated cAMP HTRF, 2 h; stronger effect = lower value; activity change, negative = inhibition, % at 11.5 µM; actives 0.2% (n = 330,000);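 active = activity change below a set negative limit, meaning inhibition stronger than a set level, cut at about -70% in these data; inconclusive = activity change between two set negative limits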; note: % is set by controls: 0 for no effect and ±100 for the full control effect
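Competitive HTRF cAMP read-out (cryptate anti-cAMP antibody, cAMP-d2; 30 min, room temperature) in freshly harvested TSHR cells. Compounds added before TSH at EC80 (4nM final), followed by 2 hours' incubation at 37 deg C.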
TCR activator: T cell receptor activation; 330,000 tested, under 10 active; Potency, µM (doses to about 9.22 µM), for inactives: top-dose activation of IL-2 secretion, most hits filed as activators; primary human leukocytes, anti-CD3, IL-2 HTRF, 48 h; note: % of control where 0% means no effect
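TCR engagement came from a-CD3 beads alone, with compounds added to primary human leukocytes for 48 hr. Secreted IL-2 bridged europium cryptate- and d2-labelled anti-IL-2 antibodies, giving FRET emission at 665nm after 320nm excitation.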
MLL CXXC-DNA inh: blocks binding of human MLL CXXC domain to DNA; actives 0.037% (n = 290,000); MLL-CXXC / FITC-HOXA9 DNA fluorescence polarization; Potency, µM (highest dose often 115 µM), for the others: top-dose activity change, negative = inhibition, actives largely listed as inhibitors; Q03164; active = well fitted inhibition curve with a large enough effect in the polarisation, with a control signal flat, not every such curve was filed as active; inconclusive = small, poorly fitted or top-dose-only effect, or effect the other way, or a change in a side signal; inactive = no such curve, though single readings can be large or run the other way; the % refers to the polarisation; note: potency is the fitted concentration of half-maximal effect
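Steps: dispense CXXC domain solution (7 uM) → pin compounds or unlabeled HOX-A9 DNA control → 5 min ambient → add FLSN-HOX-A9 solution (50 nM) → spin → 30 min ambient → fluorescence polarization. Tris pH 7.5/NaCl/DTT/BSA buffer.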
MBNL1 CUG block: inhibitors of human MBNL1 binding to CUG repeat RNA; actives 0.036% (n = 280,000); Potency, µM (top dose mostly 57.5 µM), for inactives: at the top dose activity change, negative = inhibition, hits mostly inhibitors; Q9NR56; TR-FRET MBNL1-His/biotin-(CUG)12 binding, 665/545 ratio; AID 2675; active = well fitted inhibition curve with a large enough effect in the signal ratio, with a control signal flat, not every such curve was filed as active; inconclusive = small, poorly fitted or top-dose-only effect, or effect the other way, or a change in a side signal; inactive = no such curve, though single readings can be large or run the other way; the % refers to the signal ratio; note: potency is the fitted concentration of half-maximal effect; % is set by controls: 0 for no effect and ±100 for the full control effect
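His-tagged MBNL1 binding to biotinylated (CUG)12 RNA was measured by TR-FRET using terbium anti-His antibody (0.055 ng/ul final) and streptavidin-XL665 (5 nM final). Compounds were titrated 92 nM to 58 uM; 60 min at room temperature.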
TSG101-PTAP inh: blocks PTAP/TSG101 interaction to inhibit HIV-1 budding | Q99816 | AID 493005 | 340,000 tested, under 10 active | Potency, µM (doses to about 115 µM), for the others: at the top dose activity change, negative = inhibition, hits mostly inhibitors | Fluorescence polarization, FITC-PTAP peptide / Tsg101 binding; active = well fitted inhibition curve with a large enough effect in the main read-out, with a control signal flat, not every such curve was filed as active; inconclusive = small, poorly fitted or top-dose-only effect, or effect the other way, or a change in a side signal; inactive = no such curve, though single readings can be large or run the other way; note: potency is the fitted concentration of half-maximal effect; % of control where 0% means no effect
Target sequence (Q99816 whole entry, looked up): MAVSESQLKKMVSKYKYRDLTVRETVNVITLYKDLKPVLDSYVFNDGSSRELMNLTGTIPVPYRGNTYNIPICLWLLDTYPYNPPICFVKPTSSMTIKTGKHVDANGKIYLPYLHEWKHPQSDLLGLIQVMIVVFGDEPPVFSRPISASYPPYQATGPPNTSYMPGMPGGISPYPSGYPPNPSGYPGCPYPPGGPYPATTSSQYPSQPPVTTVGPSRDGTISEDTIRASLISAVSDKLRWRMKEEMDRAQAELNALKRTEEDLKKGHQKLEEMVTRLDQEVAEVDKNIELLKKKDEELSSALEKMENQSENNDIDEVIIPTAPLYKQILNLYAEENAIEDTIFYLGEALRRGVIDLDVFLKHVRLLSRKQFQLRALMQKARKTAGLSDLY
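FP read-out: FITC-PTAP peptide, 50 nM final, binding Tsg101 binding domain, 10 uM final; 20 min, r.t.; 10 mM HEPES pH 7.5, 0.15 M NaCl, 0.01% Tween 20, 3 mM EDTA, 0.1 mM TCEP.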
Menin MLL FP TR: displaces Texas Red mutant MLL peptide from human menin | O00255 | Menin + Texas Red MLL mutant peptide, fluorescence polarization | Potency, µM (doses to about 61.6 µM), for inactives: at the top dose FP activity change, negative = inhibition, usual class: inhibitors | actives 0.23% (n = 270,000); active = well fitted inhibition curve with a large enough effect in the polarisation, with a control signal flat, not every such curve was filed as active; inconclusive = small, poorly fitted or top-dose-only effect, or effect the other way, or a change in a side signal; inactive = no such curve, though single readings can be large or run the other way; the % refers to the polarisation; note: potency is the fitted concentration of half-maximal effect; % of control where 0% means no effect; many of its hits are not listed in these tables
Target sequence (O00255 whole entry, looked up): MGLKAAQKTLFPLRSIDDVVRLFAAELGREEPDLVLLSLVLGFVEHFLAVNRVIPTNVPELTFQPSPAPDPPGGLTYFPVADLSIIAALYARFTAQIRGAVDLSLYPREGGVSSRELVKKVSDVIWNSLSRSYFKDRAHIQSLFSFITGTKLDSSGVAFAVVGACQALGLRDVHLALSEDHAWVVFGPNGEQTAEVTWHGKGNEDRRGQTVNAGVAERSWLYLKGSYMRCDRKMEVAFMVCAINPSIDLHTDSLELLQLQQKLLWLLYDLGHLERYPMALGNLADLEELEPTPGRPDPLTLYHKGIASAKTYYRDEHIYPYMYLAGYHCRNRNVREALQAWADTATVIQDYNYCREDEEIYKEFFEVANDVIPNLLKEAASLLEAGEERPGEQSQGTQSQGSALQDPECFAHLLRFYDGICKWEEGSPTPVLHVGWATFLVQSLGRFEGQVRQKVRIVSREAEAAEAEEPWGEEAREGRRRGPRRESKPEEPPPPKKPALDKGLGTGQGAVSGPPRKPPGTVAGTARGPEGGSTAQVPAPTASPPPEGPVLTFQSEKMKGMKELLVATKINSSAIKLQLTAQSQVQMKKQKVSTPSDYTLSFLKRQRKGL
a7 integrin act: activates integrin-mediated alleviation for muscular dystrophy | Potency, µM (top dose mostly 38.3 µM), for the others: at the highest dose activation, most hits filed as activators | AID 624291 | alpha7betagal myoblasts, beta-gal FDG fluorescence, 48 h | actives 0.064% (n = 350,000);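 note: potency is the fitted concentration of half-maximal effect; 100% = response of the positive control SU9516; nearly all actives have a fitted effect of over 60% in size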
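Alpha7betagal+/- myoblasts (passage 13) were plated 16-24 hr, then exposed to compounds (1:260 dilution of DMSO stock) for 48 hours at 37C. After MPER lysis, β-galactosidase reporter activity was read as FDG fluorescence (ex 480/em 540) after 30 minutes.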
Numbers without * were called inactive; ? = inconclusive; · = no result given; [ ] = dose if it differs, or a comment. Unless noted, calls come from the whole dose curve; as a rule, active = well fitted curve in the direction sought with a large enough effect; inconclusive = small, poorly fitted or top-dose-only effect, or another doubt; inactive = no such curve, though single readings can be large; an effect the other way counts as inactive or inconclusive. Some of the compounds tested; the hit share may differ from the screen's.

SMILES	ASM inhibitor	A-T KAP1 phos	Mito fusion act	TSHR antagonist	TCR activator	MLL CXXC-DNA inh	MBNL1 CUG block	TSG101-PTAP inh	Menin MLL FP TR	a7 integrin act
CCOc1ccccc1C(=O)NC1CCNCC1	-4%	-2%	4%	5	0%	-6%	-2%	-3%	5%	2%
O=C(CN(C(=O)c1csnn1)c1ccc(F)c(Cl)c1)NCc1ccc2c(c1)OCO2	-3%	4%	-8%	-5	7%	-6%	-3%	1%	-10%	11%
CCc1nnc(NC(=O)CSc2nnc3nc(C)cc(C)n23)s1	5%	1%	-4%	40	3%	4%	-3%	-7%	·	-12%
O=C(O)c1cc(S(=O)(=O)Nc2ccc(N3CCCCC3)cc2)ccc1Cl	10%	-1%	4%	0	0%	4%	-9%	-3%	-1%	-16%
Cc1ccc(S(=O)(=O)CC(=O)N2CCCC2)cc1	0%	6%	-4%	-10	-2%[46.1 µM]	1%	-1%	-1%	1%	0%
Cc1ccc(C(=O)N/C(=C/c2ccco2)C(=O)OCN2C(=O)c3ccccc3C2=O)cc1	1%	-1%	-7%	-2	-3%	-4%	·	-7%	7%	24%
Cc1nc2ccc(C(=O)N/N=C/c3ccc(O)cc3)cc2[nH]1	4%	-2%	-5%	1	-7%	0%	24%	-3%	1%	12%
Cc1noc(NS(=O)(=O)c2ccc(NC(=O)CSc3ncccn3)cc2)c1C	3%	3%	-4%	20	6%	-11%	-6%	-5%	-2%	15%
CCN1C[C@@H]2[C@@H]3C(=O)N(Cc4ccccc4)C(=O)[C@@H]3[C@](Cc3ccccc3)(C1=O)N2C(=O)c1ccc(C(F)(F)F)cc1	-1%	·	·	·	-2%	·	·	0%	·	-4%
COc1ccc(C(=O)Nc2cccc(S(=O)(=O)N3CCCC3)c2)cc1S(=O)(=O)N1CCOCC1	3%	11%	·	3	-1%	·	·	-5%	·	0%
CC(=O)Nc1ccc(S(=O)(=O)NNC(=O)COc2ccc(C(C)(C)C)cc2)cc1	-7%	?	-2%	-6	0%	-10%	-2%	4%	-4%	-24%
CN(C)C(CNC(=O)CSc1nc2ccccc2c(=O)n1Cc1ccco1)c1ccccc1 (stereo not drawn)	-4%	12%	6%	-2	-7%	·	·	-7%	·	8%
CCCn1nc2ccccc2c1P(=N)(N1CCOCC1)N1CCOCC1	0%	-4%	-1%	-7	1%	4%	1%	0%	2%	0%
CCOC(=O)c1cnc(SCC(=O)Nc2nnc(CC)s2)nc1N	4%	8%	-6%	2	-5%	1%	2%	-10%	1%	13%
Cc1ncsc1C(=O)Nc1cccc(C(F)(F)F)c1	-2%	3%	21%	0	0%	38%[activator]	-5%	0%	-5%	?
Cc1nnc(NC(=O)c2ccc(S(=O)(=O)N3CCCCC3C)cc2)o1 (stereo not drawn)	6%	-2%	2%	11	-4%	14%	4%	0%	18%	17%
CC(=O)c1ccc(S(=O)(=O)N2CCC3(CC2)OCCO3)cc1	0%	3%	17%	-2	-3%	-16%	-4%	-2%	·	30%
COC(=O)C/C=C/[C@@H](C)[C@@H](/C=N/OCC[C@@H]1C=C[C@H](OC(C)=O)[C@@H](COC(C)=O)O1)NS(=O)(=O)c1ccc(C)cc1	·	-17%	0%	4	·	14%	-5%	·	-12%	·
COc1ccc(Cc2nc3ccc(S(N)(=O)=O)cc3[nH]2)cc1OC	-1%	0%	-5%	6	1%	1%	-5%	-2%	-1%	-4%
CC(C)Cc1nnc(NC(=O)c2cc(-c3ccccc3)nc3ccccc23)s1	-8%	-10%	-4%	-10	-2%	4%	3%	-2%	-26%	15%
CC(C)(C)C(=O)CC1(O)C(=O)N(Cc2ccc(Cl)cc2)c2ccccc21 (stereo not drawn)	-3%	-1%	8%	-3	1%	-1%	-3%	-7%	1%	4%
CCc1cccc(CC)c1NC(=O)COC(=O)CCc1cc(OC)c(OC)c(OC)c1	5%	0%	-2%	5	1%[46.1 µM]	0%	-12%	-1%	-2%	?
COCCOC(=O)c1c(C)oc2ccc(NS(=O)(=O)c3ccccc3)cc12	-2%	-3%	8%	-9	1%	-1%	4%	-4%	-7%	-9%
Cc1cc(C)c(NC(=S)N(CCN(C)C)C(C)c2cccnc2)c(C)c1 (stereo not drawn)	6%	0%	20%	-3	-2%	-10%	-7%	2%	-12%	?
CC(=O)N1c2ccc(S(=O)(=O)NCCC(=O)Nc3ncccc3C)cc2CC1C (stereo not drawn)	1%	4%	-2%	1	-2%	-2%	-4%	-5%	1%	?
CCOc1ccc2[nH]c3c(NCCCOC)ncnc3c2c1	5%	4%	-18%	-3	2%	-7%	-12%	1%	20%	-31%
COc1cccc(N/C(C)=C/C(=O)c2ccc(Br)cc2)c1	9%	11%	12%	-15	-1%	9%	-1%	-2%	11%	27%
COc1ccc(C2NC(=O)CS2)cc1OC (stereo not drawn)	0%	2%	1%	-6	-27%	-4%	-4%	-1%	-6%	21%
CC[N+](CC)(CC=C(C)C)CC(=O)OC	-1%	-3%	-9%	14	1%	-8%	-4%	-10%	16%	?
COC1=CC(=O)C(OC)=C(OC)C1=O	1%	·	·	·	0%	·	·	-1%	·	-43%
O=C(Cc1ccccc1)Nc1nc(-c2cccc([N+](=O)[O-])c2)cs1	-1%	4%	-3%	0	-3%[46.1 µM]	4%	?	1%	?	7%
Cc1cc2n(n1)C(c1cccs1)Nc1ccccc1-2 (stereo not drawn)	27%	11%	0%	-8	4%	1%	0%	-2%	-1%	-35%
COc1cc2[nH]cc(C(=O)NCCc3ccccc3)c(=O)c2cc1OC	-5%	-3%	-2%	-6	-6%[46.1 µM]	1%	-3%	-1%	-6%	2%
CCCN1CCN(C(=O)C2CCN(c3ncnc4c3nc3n4CCCCC3)CC2)CC1	4%	3%	2%	-3	-2%	-4%	-2%	1%	-11%	3%
COc1ccccc1N=c1c2c([N+](=O)[O-])cc([N+](=O)[O-])cc2n(O)n1-c1ccccc1OC	·	3%	-1%	-8	·	10%	·	·	8%	·
CCCc1cc(=O)oc2cc(OCC(=O)N3CCc4ccccc43)ccc12	1%	2%	3%	-2	1%	6%	-13%	-1%	8%	0%
CC1Oc2ccccc2OC1(O)c1ccccn1 (stereo not drawn)	0%	-1%	-2%	10	7%[46.1 µM]	-2%	2%	1%	1%	0%
Cc1[nH]c2ccccc2c1C(=O)CSc1cccc[n+]1[O-]	2%	4%	-1%	-2	4%	-11%	·	-2%	·	3%
COC(=O)CNC(=O)c1cccs1	1%	·	-3%	·	-12%	6%	-14%	-1%	-4%	3%
CCn1c(-c2cc(-c3ccc(C)c(C)c3)nc3ccccc23)n[nH]c1=S	·	-4%	?	-15	·	16%	24%	·	13%	·
CC1CCN(c2ncnc3c2cnn3Cc2ccc(Cl)cc2)CC1	-4%	11%	2%	-16	3%	7%	-3%	-7%	-9%	-14%
CCNc1nc(N)nc(Oc2ccc(C(=O)OC)cc2)n1	5%	2%	2%	4	-4%	0%	1%	0%	1%	-25%
CC(=O)Nc1ccc(OCC(=O)NC(C)C(C)C)cc1 (stereo not drawn)	-1%	10%	-1%	4	-1%	-9%	-5%	-6%	-4%	4%
CN(C(=O)C(C)(C)C)C1c2c(ccc3ccccc23)OCC1CO (stereo not drawn)	0%	-4%	-21%	1	-2%	6%	-6%	0%	?	0%
Cc1ccc2nc(NC(=O)c3ccc(Br)o3)sc2c1	-3%	-2%	-3%	-7	4%	9%	0%	-1%	4%	9%
O=C(COC(=O)c1cc([N+](=O)[O-])ccc1N1CCOCC1)Nc1ccc(Cl)cn1	-12%	5%	-22%	-1	2%	5%	?	0%	·	-3%
CCCCN(C(=O)c1ccc(S(=O)(=O)N(CC)CC)cc1)c1c(N)n(CCC)c(=O)[nH]c1=O	5%	-13%	13%	-3	-18%	-8%	-12%	-2%	7%	?
CCCc1nc2c(o1)CC(CC(C)SCC)CC2=O (stereo not drawn)	2%	11%	-16%	4	-6%	-1%	-11%	-7%	-10%	-2%
CN(C)c1ccc(/C=N/NC(=O)c2ccc3c(c2)OCO3)cc1	74%[activator]	0%	-6%	-15	1%	22%	?	-3%	0%	-6%
O=C(CSc1nnc(Cc2ccccc2)o1)NCc1ccc2c(c1)OCO2	2%	0%	-1%	7	0%	10%	·	-5%	0%	6%
O=C(NCc1cccc(OC(F)(F)F)c1)c1ccc2c(c1)S(=O)(=O)c1cc(Cl)ccc1C2=O	-8%	-4%	·	7	0%	·	·	-3%	·	-23%
N#Cc1c(NC(=O)c2cc(C3CC3)on2)sc2c1CCC2	-10%	9%	3%	1	-5%	6%	-2%	-5%	-10%[11.7 µM]	-45%[inhibitor]
